mHTT-CaM PPI inh: mHTT-calmodulin interaction abrogation | AlphaScreen His-mHTT/GST-CaM binding, luminescence | inhibition, % at 15 µM | 190,000 tested, 3.6% active | P42858;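 further: 0% = both proteins with DMSO and 100% = one protein alone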
Pf apPOL block: Pf-apPOL DNA polymerase inhibition | Recombinant Pf-apPOL, molecular beacon fluorescence, 1.5 h | inhibition, % at 10 µM | 210,000 tested, 0.25% active | AID 1794808
Numbers without * were called inactive; x = no result given. No stated cut-off is given here; in the data, active means inhibition above about 50%; inactive means the rest.

SMILES | mHTT-CaM PPI inh | Pf apPOL block
CN(C)S(=O)(=O)c1ccc(C(=O)N2CCN=C2SCc2ccccc2)cc1 | -5 | -14
O=C(Nc1ccc(Cl)c(Cl)c1)c1cc(S(=O)(=O)NC2CCCC2)ccc1F | 93* | -3
C=CCN(CC=C)CCOc1ccccc1OCC | 0 | -15
COc1ccc(-c2ccc(OC)c([C@H]3[C@@H]4C=CCC[C@@]4(C)C(=O)N3Cc3ccccc3)c2)cc1OC | 76* | -2
COc1ccc(NC(=O)CN2C(=O)c3ccccc3C2=O)c2ccccc12 | -14 | 4
C(=Nc1c2ccccc2nc2ccccc12)c1cccc2c1OCOC2 | -3 | x
O=C(Nc1ccccc1C(F)(F)F)C1CC(c2ccc(F)cc2)=NO1 (centres undefined) | -8 | -10
COc1cccc(N2C(=O)CSC23CCN(C(=O)C(C)Cl)CC3)c1 (centres undefined) | 0 | 0
Cc1c(C=O)c2ccccc2n1CC(=O)NCc1ccco1 | 6 | -9
CC1CCc2nn(CC(=O)Nc3cccc(C(F)(F)F)c3)c(=O)cc2C1 (centres undefined) | 4 | 2
COc1cccc(CNC(=O)c2c(C)noc2-c2cccc(F)c2)c1 | -5 | 2
CC(C)CNC(=O)C1CCN(c2cnn(Cc3ccccc3)c(=O)c2)CC1 | -2 | -2
O=C(Nc1ccc2c(c1)OCO2)c1ccccc1Cl | -5 | -6
CNC(=O)c1cnn(-c2cccc(C)c2)c1-n1cccc1 | 1 | 2
COc1ccc(-c2ncc3c(n2)CCN(C(=O)c2cc(C)ccc2C)C3)cc1 | 34 | -4
O=C(Nc1nc(-c2ccncc2)cs1)c1ccco1 | 5 | -5
CCOc1ccc(C(=O)Nc2cc(C)on2)cc1 | 0 | -1
CC(O)CNc1nc2c(c(=O)n(C)c(=O)n2C)n1Cc1ccc(Cl)c(Cl)c1 (centres undefined) | 2 | -2
Cn1c(=O)c(N2CCN(S(=O)(=O)c3ccc(Cl)cc3)CC2)nc2ccncc21 | 5 | -3
O=C(c1cnccn1)N1CCCCC1c1nc(-c2cnccn2)no1 (centres undefined) | -7 | -5
O=c1[nH]c(Nc2ccc(F)c(Cl)c2)nnc1Cc1ccc(F)cc1 | 1 | 1
O=C(Nc1nnc(C2CC(=O)N(c3ccc(F)cc3)C2)o1)c1ccc(F)cc1 (centres undefined) | 16 | 0
CCCC1c2cccn2CCN1C(=O)Nc1cc(C)ccc1OC (centres undefined) | 28 | -8
CC(C)c1ccc(C2C3CN(C(C)C)CC=C3C(C#N)=C(N)C2(C#N)C#N)cc1 (centres undefined) | 26 | -1
CSc1ccccc1N1CCN(CCCCCC(=O)NC2CCCc3ccccc32)CC1 (centres undefined) | x | -9

Further results follow:
SMILES | mHTT-CaM PPI inh | Pf apPOL block
O=C(CCn1nnc2ccccc2c1=O)N1CCN(c2ccccc2O)CC1 | 0 | -2
Cc1ccc(C)c(C(=O)N2CCN(C(=O)c3nnn4c3COC(c3ccccc3)C4)CC2)c1 (centres undefined) | 18 | -6
COc1ccc(OC)c(C2NC(c3cc(OC)ccc3OC)C(C)C(C)(O)C2C)c1 (centres undefined) | 7 | -3
CCCCC(=O)Nc1c(C)cc(Br)cc1C | -3 | -3
CCNC(=O)c1cncc(-c2c(OC)cccc2OC)c1 | -6 | 0
COc1ccc(C2=NC3(CCNCC3)NC(c3cc(Br)ccc3O)C2)cc1 (centres undefined) | 71* | -2
CN(C)C=Nc1nc2c(s1)CCc1ccccc1-2 | x | -16
COc1ccc(C(=O)N2CCCCC2CCN2CCOCC2)cc1 (centres undefined) | 2 | -11
CCOc1cc(/C=C2\C(=O)NC(=O)N(c3cc(C)cc(C)c3)C2=O)ccc1O | 5 | 3
O=S(=O)(NC1CC1)c1ccc2ccccc2c1 | 0 | 1
COc1ccc(C2CCCN2C(=O)Nc2ccc(F)cc2F)cc1 (centres undefined) | -8 | -2
O=C(Nc1cccnc1)C1CCCN(c2nnc3ccc(C(F)(F)F)cn23)C1 (centres undefined) | 4 | -6
O=C(Nc1cnoc1)C12CC3CC(CC(C3)C1)C2 | -3 | -3
CC1CCN(C(=O)C2CCN(c3nc4ccc(-c5ccccc5F)nc4s3)CC2)CC1 | 6 | -10
COc1ccc(NC(=O)Nc2ccc(I)cc2F)cc1 | -5 | 18
Cc1ccc2nc(NC(=O)CN3CCN(CC(=O)c4cccs4)CC3)sc2c1 | 17 | -7
COc1cccc2cc(-c3nc(-c4ccc(C)cc4)c(C)s3)c(=O)oc12 | -5 | -3
O=C(NCCCN1CCc2ccccc2C1)C1CCCN(c2cn[nH]c(=O)c2)C1 (centres undefined) | 18 | -5
O=C(c1ccc(F)cc1)N1CCCC2(CC(c3ccncc3)=CO2)C1 (centres undefined) | -13 | -5
COc1cccc(OCCOc2cccc(OC)c2)c1 | -98 | 4
O=C(Nc1cccnc1)c1ccc([N+](=O)[O-])o1 | -4 | 6
CC(C)=NOc1nc(N(C)C)nc(N(C)C)n1 | -8 | x
N=c1sc2ccccc2n1-c1ccccc1 | x | -13
Cc1ccc(NC(=O)C2CC(c3ccccc3F)=NO2)cc1 (centres undefined) | -5 | -3
CCNc1cc(N2CCCC(CCC(=O)NCc3cccc(OC)c3)C2)ncn1 (centres undefined) | 7 | -2

Next section.
SMILES | mHTT-CaM PPI inh | Pf apPOL block
O=C(Nc1ccc(SCC(=O)N2CCN(c3ccccc3)CC2)nn1)c1ccccc1 | -4 | -2
Cc1cc(Cl)ccc1OC(C)C(=O)Nc1ccc(S(N)(=O)=O)cc1 (centres undefined) | -2 | -3
O=C1N/C(=C\c2ccc(Br)s2)C(=O)N1Cc1ccccc1F | 2 | -2
CN1C(=O)C2CCCCN2c2ccc(C(=O)N3CCN(c4cccc(Cl)c4)CC3)cc21 (centres undefined) | 99* | 2
Cc1cc(NC(=O)c2cc3nc(-c4ccc(Cl)cc4)cc(C(F)(F)F)n3n2)no1 | 0 | 7
Cc1ccc(-c2nccn3cc(C(=O)N4CCN(C(C)C)CC4)nc23)cc1 | 2 | 0
Cc1cc(C2CCCN2C(=O)Nc2cc(Cl)ccc2C)no1 (centres undefined) | 0 | -3
Cc1ccc(C2C(=O)N(C3CCC(C)CC3)CC(=O)N2C2CC2)cc1 (centres undefined) | -9 | -8
Cc1ccc([C@H]2C[C@@H](n3cc(COC(=O)c4ccccc4)nn3)[C@H](O)CN2C(=O)c2cccs2)cc1 | 38 | 3
CCOC(=O)c1oc2cc(OCc3cccc(OC)c3)ccc2c(=O)c1-c1ccc(OC)c(OC)c1 | 14 | -1
Cc1ccc(C)c(C(=O)N(CCc2ccccc2)Cc2ccccn2)c1 | -8 | -11
Cc1ccc(S(=O)(=O)NC(=O)OCCn2ncc3ccccc3c2=O)cc1 | x | -26
CCOC(=O)c1ccc(NC(=O)N2CCCC2c2cccc(F)c2)cc1 (centres undefined) | -13 | -6
O=C(NCCc1ccc(Cl)cc1)C1CCN(c2nc3cccnc3s2)CC1 | 0 | 1
O=C(NCc1ccco1)Nc1c[nH]c2ccccc12 | 3 | 5
COc1ccc(C2CC(c3ccccc3Cl)n3ncnc3N2)cc1 (centres undefined) | 2 | 1
COc1cccc(C2C(=O)N(C3CCC(C)CC3)CC(=O)N2Cc2ccccc2Cl)c1OC (centres undefined) | 22 | -12
CCc1ccccc1OCCN1CCOCC1 | 4 | -1
Cc1ccc2c(c1)N(c1cccc(Cl)c1)C=C(C#N)S2(=O)=O | -3 | 0
Cc1cc(C)cc(NC(=O)C2CCc3sc(C(=O)N4CCOCC4)cc3C2)c1 (centres undefined) | 30 | 1
O=C(c1nn2c(C(F)(F)F)cc(-c3ccco3)nc2c1Br)N1CCCCCC1 | 30 | -3
O=C1CSC(=S)N1CC1CC1 | x | -13
COc1ccc(OCc2noc(CNC(=O)c3cccnc3)n2)cc1 | -14 | -7
COc1cccc(C(=O)N2CCc3c(c(-c4nc(C5CC5)no4)nn3C)C2)c1 | 20 | -4
Cn1c(=O)[nH]c(=O)c2c1nc(Br)n2CCC(=O)O | -1 | x

Reformatted: 17 of the compounds above
canonical_smiles	mHTT-CaM PPI inh	Pf apPOL block
CSc1ccccc1N1CCN(CCCCCC(=O)NC2CCCc3ccccc32)CC1 (centres undefined)	x	-9
O=C(CCn1nnc2ccccc2c1=O)N1CCN(c2ccccc2O)CC1	0	-2
Cc1ccc(C)c(C(=O)N2CCN(C(=O)c3nnn4c3COC(c3ccccc3)C4)CC2)c1 (centres undefined)	18	-6
COc1ccc(OC)c(C2NC(c3cc(OC)ccc3OC)C(C)C(C)(O)C2C)c1 (centres undefined)	7	-3
CCCCC(=O)Nc1c(C)cc(Br)cc1C	-3	-3
CCNC(=O)c1cncc(-c2c(OC)cccc2OC)c1	-6	0
COc1ccc(C2=NC3(CCNCC3)NC(c3cc(Br)ccc3O)C2)cc1 (centres undefined)	71*	-2
CN(C)C=Nc1nc2c(s1)CCc1ccccc1-2	x	-16
COc1ccc(C(=O)N2CCCCC2CCN2CCOCC2)cc1 (centres undefined)	2	-11
CCOc1cc(/C=C2\C(=O)NC(=O)N(c3cc(C)cc(C)c3)C2=O)ccc1O	5	3
O=S(=O)(NC1CC1)c1ccc2ccccc2c1	0	1
COc1ccc(C2CCCN2C(=O)Nc2ccc(F)cc2F)cc1 (centres undefined)	-8	-2
O=C(Nc1cccnc1)C1CCCN(c2nnc3ccc(C(F)(F)F)cn23)C1 (centres undefined)	4	-6
O=C(Nc1cnoc1)C12CC3CC(CC(C3)C1)C2	-3	-3
CC1CCN(C(=O)C2CCN(c3nc4ccc(-c5ccccc5F)nc4s3)CC2)CC1	6	-10
COc1ccc(NC(=O)Nc2ccc(I)cc2F)cc1	-5	18
Cc1ccc2nc(NC(=O)CN3CCN(CC(=O)c4cccs4)CC3)sc2c1	17	-7

Additional entries
SMILES | mHTT-CaM PPI inh | Pf apPOL block
CCc1ccc(C2CC(c3ccccc3)Nc3ncnn32)cc1 (centres undefined) | 9 | -2
Cc1ccc(C(=O)N/C(=C\c2ccccc2F)C(=O)N2CC3CC(C2)c2cccc(=O)n2C3)cc1 (centres undefined) | 10 | -4
Cc1ccc(-c2nc3ncccc3o2)cc1NC(=O)c1ccccc1I | -2 | -7
OC1CCN(Cc2ccc[nH]2)CC1 | 12 | -5
O=S1(=O)CCOC[C@H](c2ccccc2)N1Cc1ccc(F)cc1 | -15 | -6
C=CCN(C(C)=O)c1nc(C)c(Br)c(OC)n1 | -2 | 7
COc1ccc(C(C)NC(=O)Cc2ccc(Br)cc2)cc1 (centres undefined) | -7 | 0
Cc1oc(C2CCN(C(=O)C(C)(C)C)CC2)nc1C(=O)N1CCCCC1 | -3 | -4
Cn1c2ccccc2c2nnc(SCC(=O)Nc3ccccc3F)nc21 | 3 | -7
CCC(C(=O)N1CCN(c2ccccn2)CC1)c1ccccc1 (centres undefined) | 1 | -4
CC(NC(=O)Cc1c[nH]c2ncccc12)c1ccc(F)cc1 (centres undefined) | -14 | 0
O=C(CCCCCN1C(=O)c2cccc([N+](=O)[O-])c2C1=O)Nc1ccc(F)cc1 | 10 | -2
O=[N+]([O-])c1ccc(OCCOCCO)cc1 | -3 | 0
Cc1ccn2cc(CCNC(=O)c3ccc(C(F)(F)F)cc3)nc2c1 | -17 | -8
O=C(Nc1ccc(Cl)c(Cl)c1)c1ccccc1[N+](=O)[O-] | 7 | -12
CC(=O)Nc1ccc(N=C2NC(=O)C(=Cc3ccc(C)o3)S2)cc1 | 3 | 0
O=C1CSC(c2cc3c(cc2[N+](=O)[O-])OCO3)N1c1ccccc1F (centres undefined) | 16 | -2
CC(=O)C(C#N)=C1N=C(C)CS1 | x | 2
COc1cc(/C=C2\C(=O)NN(c3ccc(C)c(Cl)c3)C2=O)ccc1O | 25 | -5
Cc1nnc2sc(SCC(=O)c3ccc(Cl)cc3)nn2c1=O | 2 | -5
COc1ccc(-c2cc(C(F)(F)F)n3nc(C(=O)Nc4ccc(Cl)cn4)cc3n2)cc1 | 2 | -1
CCc1cccc(C)c1NS(=O)(=O)c1cc(Br)cc2c1N(C(=O)C1CC1)CC2 | 4 | -2
CNC(=O)CN(C1CCCCC1)S(=O)(=O)c1ccccc1 | -3 | 1
CCC(=O)N1CCN(c2cc(C)ccc2OC)C(=O)C1C (centres undefined) | -7 | -4
O=[N+]([O-])c1ccc(N2CCN(CCO)CC2)cc1Sc1nc2ccccc2[nH]1 | 21 | -5

Following part.
SMILES | mHTT-CaM PPI inh | Pf apPOL block
CCN(CC)C(=O)COc1ccc(-c2nnc(N3CCOCC3)c3ccccc23)cc1 | 6 | -5
COc1ccc(Br)cc1/C=C1/N=C(c2ccc(Br)cc2)OC1=O | 30 | -4
Oc1ccccc1O | x | 4
CC1=NC(Nc2nc(C)c3ccccc3n2)=NC(C)(C)C1 | 5 | -2
CCn1ccc2sc(C)c(C(=O)N3CCC(N4CCCCC4)CC3)c2c1=O | 22 | -14
N#CC1=C(N)N(c2cccc([N+](=O)[O-])c2)C2=C(C(=O)CCC2)C1c1ccsc1 (centres undefined) | 11 | -3
Cc1ccc(S(=O)(=O)Nc2ccc(Cl)cc2)cc1C(=O)O | -4 | 3
Cc1cc([N+](=O)[O-])ccc1NC=C1C(=O)OC(C)(C)OC1=O | -1 | -4
CCCc1nc(-c2c(C)cc(C)nc2NC(=O)C(C)(C)C)no1 | 6 | 1
O=C(NCCc1cccs1)C1CCc2sc(C(=O)N3CCCCC3)cc2C1 (centres undefined) | 3 | -1
CCc1nccn1Cc1noc(-c2ccc(C)c(C)c2)n1 | 4 | 6
O=C(Nc1ccccc1)c1ccc(N2CCNC(c3ccccc3)C2)nc1 (centres undefined) | 16 | 9
CCn1ncc(C(=O)Nc2ccc(S(=O)(=O)Nc3ncccn3)cc2)c1C | 3 | -17
O=S(=O)(NCC1(c2ccccc2)CCCC1)c1ccccc1 | -16 | 2
COc1ccc(NC(=O)C2CCc3nc(N4CCCC4)ncc3C2)cc1C(F)(F)F (centres undefined) | 5 | -10
